Akt phos inh: inhibitors of Akt phosphorylation. Neuro2A IGF-stimulated pAkt S473 HTRF, 20 min; hits give low values. activity change, % for hits at 50 µM. 360,000 compounds, 0.32% hits. AID 651550; in the data active means activity change below about -80%; inconclusive means mostly about -51% to -80%; further: on the % scale 0 is the no-effect control and ±100 the full control effect
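Single-point screen (50 µM final compound) in Neuro2A cells stimulated 20 min with 6 nM IGF at 37 deg C. After lysis, Ser473-phosphorylated Akt read by HTRF (ex 330 nm, em 615/665 nm) as the 665/615 ratio.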
Nrf2 activator: activators of Nrf2 (ARE) signaling; Potency, µM (highest dose often 46.1 µM), without a hit: at the top dose activation, actives largely listed as activators; 410,000 compounds, 0.31% hits; AID 624171; AREc32 ARE-luciferase reporter (MCF7-derived line), luminescence, 24 h; further: potency means the concentration at half of the fitted maximal effect; % of control where 0% means no effect; nearly all actives have a fitted effect of over 65% in size
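Steps: seed AREc32_Fluc cells (1000/well, 5% FBS OPTI-MEM); incubate overnight at 37 deg C; add 23 nL compound; incubate 24 hr; add Steady-Glo; hold 30 min RT; read luminescence.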
HepG2 tox: kills HepG2 cells in TGF-b inhibitor counter-screen. HepG2 CAGA-GFP viability, ATP luminescence, 18 h. Potency, µM (titrated, usually from 46.1 µM), for inactives: at the highest dose activity change, negative = cytotoxicity, hits mostly cytotoxic. 410,000 compounds, 0.76% hits; further: potency means the concentration at half of the fitted maximal effect; some results filed as inactive show a strong effect at the top dose
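CellTiter-Glo luminescence gave cytotoxicity after 18 hours at 37 degrees C. The cells were HepG2 CAGA-GFP in 1% FBS DMEM, stimulated with 500 pg/mL TGF-beta after compound addition. %Activity was normalised to no-cell wells (complete cell-killing) and DMSO (no toxicity), and curves were fitted and classified.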
Nrf2 block: Nrf2 pathway inhibition; A549 ARE-Fluc reporter, luciferase luminescence, 18-24 h; Potency, µM (series often up to 46 µM), for the others: at the highest dose activity change, negative = inhibition, actives largely listed as inhibitors; AID 504444; 360,000 compounds, 2.1% hits; further: potency means the concentration at half of the fitted maximal effect; on the % scale 0 is the no-effect control and ±100 the full control effect; nearly all actives have a fitted effect of over 60% in size
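Concentration-response testing used A549 ARE_Fluc cells at 5000 cells/well. Following an 18-24 h compound incubation, viability was read by fluorescence (Ex 405/Em 525) and luciferase output by luminescence.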
Abeta rescue: compounds reversing amyloid beta toxicity in yeast | 410,000 compounds, 0.063% hits | yeast expressing A-beta42, growth rescue, OD600, 48 h; response scale: 0% DMSO, 100% iron-clioquinol control | AID 1347071 | Potency, µM (series often up to 46.1 µM), for the others: at the top dose growth rescue, hits mostly activators; further: potency means the concentration at half of the fitted maximal effect; nearly all actives have a fitted effect of over 55% in size
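Yeast growth medium received pinned compounds, then yeast cells expressing toxic A-beta were added; plates incubated at 30 C for 48 hr. Growth read as absorbance at 600 nm, normalized to DMSO and equimolar FeCl3 plus clioquinol controls.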
CCT chaperon mod: changes cytosolic chaperonin activity; purified chaperonin ATPase assay, HTRF ADP detection, 30 min; activity change, % (test concentration not listed), hits read low; 360,000 compounds, 0.3% hits; in the data active means activity change below about -30%; further: on the % scale 0 is the no-effect control and ±100 the full control effect
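ATPase activity: ADP formed was measured by HTRF Transcreener (665/615 nm ratio) after 30 min at 37 deg C with 10 uM ATP. Compounds screened at one 76 uM concentration against 40 or 20 nM TRiC in Tris pH 7.4/KCl/MgCl2/DTT buffer.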
TGFb SMAD3 inh: inhibitors of TGF-b signaling; HepG2 CAGA-GFP TGF-b/SMAD3 reporter, GFP fluorescence, 18 h; TGF-beta stimulated, 500 pg/mL final; Potency, µM (top dose mostly 46.1 µM), for inactives: at the top dose activity, negative = inhibition, usual class: inhibitors; 410,000 compounds, 1.2% hits; further: potency means the concentration at half of the fitted maximal effect; on the % scale 0 is the no-effect control and ±100 the full control effect; nearly all actives have a fitted effect of over 65% in size
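Inhibition of TGF-beta-driven CAGA-GFP reporter expression in HEPG2 cells is measured by cellular GFP fluorescence after 18 h stimulation with 500 pg/mL recombinant TGF-beta in 1% FBS medium at 37 degrees C.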
A549 tox: counter-screen for Nrf2 inhibitors: cytotoxicity in A549 cells | A549 ARE-Fluc cells, CellTiter-Fluor viability, 18-24 h | Potency, µM (doses to about 46 µM), inactives show at the top dose activity change, negative = cytotoxicity, hits mostly inhibitors | 390,000 compounds, 0.16% hits | AID 504648; further: potency means the concentration at half of the fitted maximal effect; on the % scale 0 is the no-effect control and ±100 the full control effect
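Cytotoxicity counterscreen: CellTiter-Fluor fluorescence was measured in A549 ARE_Fluc cells after 18-24 h of compound exposure in a concentration series. The subsequent BugLite luminescent read reports ARE-luciferase activity.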
Mm-Cpn inhibitor: inhibitors of Methanococcus maripaludis chaperonin (MmCpn) | purified Mm-Cpn ATPase, ADP Transcreener TR-FRET | Potency, µM (series often up to 76.9 µM), for inactives: at the highest dose activity, negative = inhibition, hits mostly inhibitors | 330,000 compounds, 0.031% hits; further: potency means the concentration at half of the fitted maximal effect; on the % scale 0 is the no-effect control and ±100 the full control effect; nearly all actives have a fitted effect of over 80% in size
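TR-FRET (320 nm excitation; 590 and 665 nm emission) reports ADP made from 10 uM ATP by 25 nM enzyme; compounds were preincubated 10 min, reaction run 30 min, both at 37°C.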
An asterisk follows results filed as active; i = inactive; ? = inconclusive; . = not tested or not shown; & = joins results of further samples; [ ] = remark or other dose. Unless noted, the call rests on the fitted dose curve; in most records, active means well fitted curve in the direction sought with a large enough effect; inconclusive means small, poorly fitted or top-dose-only effect, or another doubt; inactive means no such curve, though single readings can be large; an effect the other way counts as inactive or inconclusive. An unsorted share of the library; about 4.3% have a hit in one of these screens.

SMILES	Akt phos inh	Nrf2 activator	HepG2 tox	Nrf2 block	Abeta rescue	CCT chaperon mod	TGFb SMAD3 inh	A549 tox	Mm-Cpn inhibitor
CCCCCCNC(=O)O[C@H]1Cn2c(=O)ccc(=O)n2[C@@H]2CN(S(=O)(=O)c3ccc(C)cc3)C[C@]12O	i	-5.7%	-108%	.	1%	-1.0	?	.	.
O=C(NCCCn1ccnc1)c1c(F)cccc1F	i	-0.2%	1%	14%	1%	-3.0	-5%	4%	3%
CC(C)N(C(=O)[C@H]1CC(CC(=O)NCc2ccco2)C(=O)N2CCc3c([nH]c4ccccc34)[C@]12C)C(C)C (stereo partly specified)	i	0.3%	-26%	10%	-22%	-0.6	?	-2%	1%
C[C@H](NC(=O)c1ccco1)C(=O)OCC(=O)N1CC(=O)Nc2ccccc21	i	-0.1%	2%	-2%	2%	-2.5	19%	0%	0%
CCC(C)NS(=O)(=O)c1ccc(OCC(=O)Nc2ccc3c(c2)OCCO3)cc1 (stereo unspecified)	i	-0.2%	-10%	-12%	4%	2.7	-1%	16%	0%
Cn1c(CN2CCCCC2)nc2cc(NC(=O)c3cccc(Br)c3)ccc21	i	-0.6%&2.6%	-32%&-7%	1.3µM*	-15%&6%	-1.0	-17%&11%	-16%&-23%	-1%
Cc1ccc(C(=O)OCC(=O)N2CCCCCC2)c(O)c1	i	2.8%	-16%	-7%	-21%	2.4	0%	4%	-2%
Cc1cc(NS(=O)(=O)c2ccc(NC(=S)NC(=O)c3ccc(F)cc3Cl)cc2)no1	i	2.8%	-8%	0%	-4%	-1.0	-18%	-4%	0%
Cc1ccc(O)c(CNc2nccs2)c1	i	0.4%	-5%	13%	9%	-0.5	1%	1%	1%
Cc1cccc(N(CC(=O)Nc2ccc(CC#N)cc2)S(C)(=O)=O)c1	i	-0.6%	3%	-1%	7%	2.8	19%	5%	4%
CCCCn1c(N)c(N(CCOC)C(=O)c2ccc(F)c(S(=O)(=O)N3CCOCC3)c2)c(=O)[nH]c1=O	i	-0.5%	-14%	-1%	23%	-1.0	-4%	-1%	0%
O=C(NCc1nc2ccccc2[nH]1)C1=C[C@H](c2ccc(C(F)(F)F)cc2)C[C@H](OCc2ccc(CO)cc2)O1	i	-0.9%	-31%	16%	-1%	-1.2	11µM*	-7%	.
COc1cccc(NC(=O)CCc2ccccc2)c1	i	2.3%	-4%	?	-1%	-1.4	-7%	11%	0%
CC(C)CNC(=S)N(CCCO)Cc1cc2cc3c(cc2[nH]c1=O)OCO3	i	0.1%	14%	1%	3%	-7.9	2%	-4%	-9%
COc1ccc(C(=O)N2CCN(c3ccc(NC(=O)c4cccs4)cc3)CC2)cc1	i	0.5%	-36%	-19%	1%	-0.7	0%	-3%	0%
CCOc1cc(C(=O)OCC(=O)NC(C)c2ccccc2)ccc1OCC(=O)N1CCOCC1 (stereo unspecified)	i	3.3%	6%	0%	-8%	-1.1	4%	-7%	3%
CCCN(CCC)CCCNC(=O)c1cc2cc3ccc(Cl)cc3nc2o1	i	-1.4%	-14%	13%	-7%	-1.9	13%	5%	-2%
COC(=O)[C@@]12CCCCN1[C@H](c1ccc(-c3cccc(Cl)c3)c(OC)c1)[C@H]1C(=O)N(C)C(=O)[C@H]12	i	-1.1%	-21%	?	19%	-0.1	17%	2%	0%
CCc1ccc2c(CC(=O)Nc3nnc(C4CC4)s3)coc2c1	i	7.1%	-29%	?	10%	-2.9	-21%	-11%	-1%
CC1(C(=O)NS(=O)(=O)c2ccc3c(c2)CCO3)CCN1C(=O)CCC1CCCC1 (stereo unspecified)	i	-0.1%	-12%	.	-5%	-6.4	-1%	.	.
CC(C)(C)c1ccc(NC(=O)C2=CN3CCS(=O)(=O)N=C3C=C2)cc1	i	-0.4%	-2%	6%	-3%	-2.0	2%	-3%	-1%
CC1=CC(C)(C)Nc2ccc(C)cc21	i	-0.1%	-6%	-4%	23%	0.5	-5%	-8%[1.84 µM]	0%
Cc1nccn1CCCN1C(=O)OC2(CCCCC2)C1(C)O (stereo unspecified)	i	-0.5%	-3%	?	0%	-0.8	0%	2%	1%
Cn1nnc(NC(=O)c2ccc([N+](=O)[O-])cc2Cl)n1	i	0.0%	12%	?	-1%	-0.3	-5%	-3%	-6%
CC(=O)Oc1ccc2nc(-c3ccco3)oc(=O)c2c1	i	-0.7%	-2%	5%	-14%	-3.9	-18%	-4%	0%

Additional structures:
SMILES	Akt phos inh	Nrf2 activator	HepG2 tox	Nrf2 block	Abeta rescue	CCT chaperon mod	TGFb SMAD3 inh	A549 tox	Mm-Cpn inhibitor
c1ccc(-c2nnc(CSc3nncs3)o2)cc1	.	4.7%	1%	?	5%	-2.6	-7%	-7%	2%
Cc1c(-c2ccccc2)c(=O)oc2cc(O)ccc12	i	0.2%	-2%	12%	11%	-1.2	-23%	-2%	-1%
CCOc1ccccc1N(CC)C(=O)c1nn(C)c2c1CSc1ccccc1-2	i	0.2%	-73%	?	-34%[inhibitor]	-1.3	-15%	-1%	-1%
CCOCCCN1C(=O)c2ccccc2CC1(C)C(=O)NC1CCCCC1 (stereo unspecified)	.	1.0%	2%	-15%	-9%	.	.	-15%	.
O=C(C1CCCO1)N1CCN(C(=S)Nc2ccc(Cl)cc2Cl)CC1 (stereo unspecified)	i	3.1%	-13%	11%	1%	-0.4	-18%	2%	0%
O=C(COC(=O)c1ccc(F)cc1F)Nc1cc(S(=O)(=O)N2CCOCC2)ccc1Cl	i	0.0%	-5%	6%	-2%	0.5	-10%	-6%	-2%
CN(C1CCCCC1)S(=O)(=O)c1ccc2c(c1)c(=O)c(C(=O)NCc1ccc(Cl)cc1)cn2C	.	-1.2%	-3%	-6%	-2%	.	-11%	-2%	.
CC(=O)c1ccc(OC(=O)N(c2ccccc2)c2ccccc2)cc1	i	-0.5%	2%	.	8%[9.22 µM]	-1.3	4%	0%	1%
CCOC(=O)N1CCC(NC(=O)c2ccc3c(c2)N(Cc2ccc(F)cc2)CCS3)CC1	i	-0.5%	-7%	26µM*	0%	-0.7	-7%	-13%	-17%
CC(=O)Nc1ccc(NC(=O)Nc2cc(C)cc(C)c2)cc1	i	0.3%	11%	-6%	8%	0.6	-7%	-8%	3%
O=C(CSc1n[nH]c(-c2ccc(F)cc2)n1)NCc1ccccc1Cl	.	-1.4%	-23%	.	-13%	.	?	8%	.
CCn1c(SCC(=O)N2CCCc3ccccc32)nc2cccnc21	i	-0.1%	-46%	-17%	-16%	1.0	-2%	-2%	0%
Cc1ccc(NC(=O)Cn2c(=O)n(CCc3ccccc3)c(=O)c3sc4ccccc4c32)cc1C	.	1.6%	-3%	19%	-17%	.	-11%	4%	.
Cc1sc2ncnc(NCC3(N4CCOCC4)CCCCC3)c2c1C	i	-0.5%	-2%	.	-10%	1.2	?	-5%	2%
CCCc1nnc(NC(=O)CCC(=O)Nc2ccc(F)cc2)s1	i	-0.2%	5%	10%	7%	-3.0	17%	-7%	1%
CSc1cccc(CN2CCCC(C(=O)Nc3cccc(-n4cccn4)c3)C2)c1 (stereo unspecified)	i	3.7%	-60%	-7%	-4%	-0.1	-17%	-2%	-1%
Cc1ccc(C23CC4CC(CC(C(=O)N(C)C)(C4)C2)C3)cc1	i	0.2%	-1%	-26%	-15%	2.7	17%	-3%	1%
O=C(c1ccccc1)N(CCO)Cc1cc2cc3c(cc2[nH]c1=O)OCCO3	i	0.4%	-6%	7%	-12%	-4.1	2%	6%	3%
CC1CCCC(NC(=O)CN2CCN(Cc3ccc(Cl)cc3)C2=O)C1C (stereo unspecified)	i	0.1%	-1%	.	?	-1.2	-5%	12%	0%
Cc1coc2c1c(C)cc1oc(=O)c(CC(=O)NCCc3ccc(Cl)cc3)c(C)c12	.	-0.3%	-5%	-8%	-9%	.	0%	-2%	.
O=C(/C(=C/c1ccccc1Cl)c1ccccc1)N1CCOCC1	i	-0.3%	-13%	-7%	?	1.6	-19%	7%	1%
CCOC(=O)c1cc2cc([N+](=O)[O-])cc(OC)c2oc1=O	i	3.6%	3%	17%	3%	0.8	-5%	-11%	-7%
CC(C)(C)CN1C(=O)C(=O)NC[C@@H]1CC1CCCCC1	i	-0.5%	.	.	-9%	-0.5	.	.	.
CCOc1ccc(S(=O)(=O)N(C)c2ccc(OCC(=O)Nc3nc4ccccc4s3)cc2)cc1	i	3.2%	-29%	2.3µM*	2%	0.2	?	-12%	1%
COc1ccccc1/C=C/C=N/NC(=O)c1cc(-c2ccco2)[nH]n1	i	0.2%	10%	-22%	-17%	-4.5	33%[activator]	-7%	-4%
COc1cccc(C(=O)NCC(=O)OC(C)C(=O)NC23CC4CC(CC(C4)C2)C3)c1 (stereo unspecified)	i	-0.3%	-6%	-16%	-1%	2.5	17%	0%	-1%
CC1CCN(S(=O)(=O)c2ccc3c(c2)CCN3C(=O)C2CCC2)CC1	i	2.2%	1%	-11%	-20%	0.2	13%	1%	-2%
CCOc1ccccc1N(CC(=O)N1CCC(C)CC1)S(=O)(=O)c1ccc(C)cc1	i	-1.0%	-9%	-7%	2%	2.4	2%	?	4%
C=C(C)CNC(=O)c1ccc(OC2CCN(C(=O)COC)CC2)cc1	i	0.0%	-2%	5%	5%	1.9	9%	-3%	.

Assay outcomes: PubChem BioAssay, National Center for Advancing Translational Sciences (NCATS)
